M4 ag – CHRM4 agonism in calcium assay | P08173 | CHO-K1 hM4/Gqi5, Fluo-8 calcium fluorescence; vehicle 0%, full acetylcholine response 100% | activation, % at 3 µM | 360,000 tested, 0.14% active;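 active means activation above the run mean over all test wells plus 3 SD, cut at about 32% in these data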;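 further: peak over basal fluorescence ratio per well then scaled between controls; 0% = DMSO wells and 100% = acetylcholine at EC100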
Target sequence (P08173 whole entry, looked up): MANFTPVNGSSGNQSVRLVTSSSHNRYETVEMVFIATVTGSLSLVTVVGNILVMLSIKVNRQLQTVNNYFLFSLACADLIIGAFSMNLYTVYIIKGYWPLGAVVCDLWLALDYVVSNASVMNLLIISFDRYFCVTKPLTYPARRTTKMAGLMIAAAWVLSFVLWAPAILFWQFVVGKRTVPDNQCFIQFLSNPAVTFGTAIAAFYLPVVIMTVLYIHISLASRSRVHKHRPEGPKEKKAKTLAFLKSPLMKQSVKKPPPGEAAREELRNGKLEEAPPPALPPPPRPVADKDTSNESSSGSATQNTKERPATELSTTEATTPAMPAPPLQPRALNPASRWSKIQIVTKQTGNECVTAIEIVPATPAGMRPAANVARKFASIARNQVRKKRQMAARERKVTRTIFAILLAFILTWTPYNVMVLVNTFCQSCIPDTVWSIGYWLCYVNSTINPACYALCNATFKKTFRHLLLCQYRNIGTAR
M1 ag – agonists of human M1 muscarinic receptor | 360,000 tested, 0.33% active | CHO-K1 hM1, Fluo-8 calcium fluorescence, agonist mode; 0% DMSO, 100% acetylcholine EC100 | P11229 | AID 588814 | activation, % at 3 µM;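 active means activation above the run's mean compound activation plus 3 SD, cut at about 16% in these data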;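 further: peak over basal fluorescence ratio within a 140 s kinetic read after compound addition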
OXTR potentiate – human OXTR potentiation | activation, % at 3 µM | P30559 | CHO-OTR cells, Fluo-8 calcium fluorescence, potentiator mode; 0% = oxytocin EC15, 100% = EC100 | 320,000 tested, 0.061% active;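 active means activation above that plate's cutoff, the mean activation of tested compounds plus 3 SD, cut at about 6.6% in these data, passing the limit was not always enough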;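 further: 100% uses oxytocin at 75 nM as the full agonist control; some results filed as inactive read as strong as hits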
Target sequence (P30559 whole entry, looked up): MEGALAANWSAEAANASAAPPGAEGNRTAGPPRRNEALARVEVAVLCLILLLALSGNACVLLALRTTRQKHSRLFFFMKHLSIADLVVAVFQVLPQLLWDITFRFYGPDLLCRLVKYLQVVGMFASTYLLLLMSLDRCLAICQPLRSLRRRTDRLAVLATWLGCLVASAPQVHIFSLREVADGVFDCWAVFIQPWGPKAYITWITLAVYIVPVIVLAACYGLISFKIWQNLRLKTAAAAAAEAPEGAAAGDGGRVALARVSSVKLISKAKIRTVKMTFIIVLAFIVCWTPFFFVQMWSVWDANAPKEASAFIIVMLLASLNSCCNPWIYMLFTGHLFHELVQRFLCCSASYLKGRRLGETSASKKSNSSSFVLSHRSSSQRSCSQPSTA
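Assay system: CHO cell line stably expressing human OTR | Also added: Oxytocin at about EC15, sub-maximal agonist stimulus | Times: Compound 6 min at room temperature before oxytocin, 100 s read | Measured by: Fluo-8 intracellular calcium fluorescence, ex 470-495, em 515-575 nm | Controls: EC15 oxytocin alone as 0%, 75 nM oxytocin as 100%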
CHRM1 PAM – human CHRM1 positive allosteric modulation; P11229; CHO-K1 hM1, Fluo-8 calcium fluorescence, ACh EC20; 0% = ACh EC20, 100% = maximal ACh; activation, % at 3 µM; 360,000 tested, 0.088% active; AID 588819; in the data active means activation above about 19%, passing the limit was not always enough
M1 ag parental – nonselective activator or artifact in parental CHO-K1 cells. Fluo-8 calcium fluorescence; scaled to maximal ATP response, vehicle zero. activation, % at 3 µM. 360,000 tested, 0.48% active. AID 602248; in the data active means activation above about 15%;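 further: untransfected CHO-K1 host cells lacking M1 receptor as counterscreen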
CHRM4 antagonist – antagonists of human muscarinic M4 receptor (CHRM4); P08173; 360,000 tested, 0.73% active; CHO-hM4 cells, ACh EC80, Fluo-8 calcium fluorescence; inhibition, % at 3 µM;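 active means inhibition above its plate's cutoff, the mean inhibition of sample wells plus 3 SD, cut at about 27% in these data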;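 further: 0% = acetylcholine EC80 with DMSO and 100% = DMSO without agonist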
CHO parental Ca – counter-screen: ATP calcium response change in parental CHO cells; parental CHO-K1, ATP-induced calcium, Fluo-8 fluorescence; inhibition, % at 5.6 µM; 330,000 tested, 0.63% active;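 active means inhibition above that plate's mean sample inhibition plus 3 SD, cut at about 26% in these data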;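 further: 0% = ATP-challenged DMSO wells and 100% = DMSO wells without ATP; some compounds past the cut are filed as inactive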
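Assay system – parental CHO cells · Reagent – ATP stimulus · Detection – intracellular calcium via Fluo-8 no-wash fluorescent dye · Evaluation – percent inhibition of ATP-evoked calcium rise, normalized to controls · Controls – ATP wells versus no-ATP DMSO wells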
CHO-K1 Ca antag – nonselective inhibitor or artifact in parental CHO-K1 cells; ATP-induced calcium, Fluo-8 fluorescence; inhibition, % at 3 µM; 360,000 tested, 0.6% active; AID 602250;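 active means inhibition above a per-plate cutoff, the plate's mean sample inhibition plus 3 SD, cut at about 24% in these data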;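 further: 0% = DMSO plus EC80 ATP and 100% = DMSO alone without ATP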
CHRM1 antagonist – antagonists of human M1 muscarinic receptor; P11229; CHO-K1 hM1, Fluo-8 calcium fluorescence, ACh EC80 antagonist; inhibition, % at 3 µM; 360,000 tested, 1.3% active;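 active means percent inhibition above its own plate's cutoff, namely the mean of that plate's compound wells plus 3 SD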;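 further: peak over basal fluorescence ratio during 140 s after agonist addition; 0% = ACh EC80 plus DMSO and 100% = DMSO alone without agonist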
An asterisk follows results filed as active; · = not tested or not shown. Compounds as they come (roughly 2.9% active in at least one column).

structure	CHRM1 PAM	CHRM1 antagonist	CHRM4 antagonist	M4 ag	CHO parental Ca	M1 ag	M1 ag parental	CHO-K1 Ca antag	OXTR potentiate
COC(=O)C(C)n1cnc2c(nnn2-c2ccccc2)c1=O (stereo not given)	3	-9	-4	1	-1	-8	0.1	-5	4
COc1ccccc1/C=C1\S/C(=N/NC(=O)c2cccc(Br)c2)NC1=O	7	-11	1	0	-9	-2	0.2	-2	4
COc1ccc2ccc(OC)c(/C=N/n3cnnc3)c2c1	4	-9	-1	1	-8	-2	0.8	-11	-16
CC(=O)CC1c2cc(F)ccc2C=C(c2ccsc2)N1c1ccc(-c2ccc(C(N)=O)cc2)cc1 (stereo not given)	·	·	6	0	·	·	0.3	-2	·
O=C(COC(=O)/C=C/c1ccccc1)Nc1cccc(Oc2ccccc2)c1	0	-4	7	2	-18	-5	1.2	-13	-7
Cc1ccc(NC(=O)Cn2cccc2)c(C)c1	0	3	2	0	-9	-3	0.1	0	-6
COc1ccccc1CNC(=O)C1CCC(=O)N(CCCN2CCCC2=O)C1 (stereo not given)	0	4	-3	0	12	-3	1.3	-10	-9
O=C1N(CN2CCN(Cc3ccccc3)CC2)c2ccccc2C12OCCCO2	6	-9	-6	1	-2	-2	0.2	-6	-14
O=C(c1ccc2c(=O)n3c(nc2c1)CCCCC3)N1CCN(c2ccc([N+](=O)[O-])cc2)CC1	-5	6	-4	0	-24	-5	0.8	-22	-14
CC(C)(C)c1ccc(OCCn2ccccc2=O)cc1	9	-12	3	0	-20	-3	0.0	6	-17
NC(=O)c1ccc(-n2nnnc2Oc2ccccc2C(=O)N2CCOCC2)cc1	-4	-9	-1	1	-1	-2	1.3	-3	-7
CC(Sc1ncccn1)C(=O)NC1CCCC1 (stereo not given)	3	-4	-3	1	-13	-2	0.1	-17	-6
COc1ccc(/C=N/Nc2nnc(Cc3ccccc3)c(=O)[nH]2)cc1	11	-13	-4	1	-14	4	0.6	-10	-3
COC(=O)c1cc2ccsc2n1Cc1nc(-c2ccc(Cl)cc2)oc1C	-4	2	-4	2	-10	-7	0.3	-5	0
COc1ccc(CNC(=O)C(C)NCc2ccccc2Cl)cc1 (stereo not given)	1	2	0	11	-9	-3	3.0	-4	-10
C=CCNc1oc(-c2cccs2)nc1S(=O)(=O)c1ccccc1	6	-9	-1	-1	-17	-5	0.4	-9	-15
CSC1=N/C(=C\c2cccc(Cl)c2)C(=O)N1N(C)C	12	-19	-4	2	9	0	1.5	-4	-9
COc1ccc(Cc2nc3ccc(C(=O)N4CCC(N(C)C)C4)cc3o2)cc1 (stereo not given)	0	3	0	2	-17	5	2.4	-3	-4
NS(=O)(=O)c1ccc(NC(=O)COC(=O)c2ccc(Cl)nc2)cc1	1	5	12	0	-5	-3	1.8	-13	-10
CN(C)NC(=S)NC1(C)CCS(=O)(=O)C1 (stereo not given)	-5	8	10	1	3	-1	0.2	8	-16
O=C(NNc1ncccc1Cl)c1c(Cl)cccc1Cl	-4	13	4	2	1	-4	0.4	5	-7
COc1ccc2c(/C=N/NS(=O)(=O)c3ccc(C)cc3)c[nH]c2c1	2	-23	5	1	11	-1	0.6	-20	-3
Nc1ccc(CCc2nc3ccccc3o2)cc1	5	-6	-8	2	-15	-4	3.3	-22	4
O=C(COC(=O)CC(c1ccccc1)c1ccccc1)Nc1cccc(F)c1	4	-5	2	0	-7	-3	-0.2	1	-10
O=C(CN1CCCCCC1)NCc1ccccc1	4	-6	-9	1	-5	-6	-0.5	-7	-5
CC(C)(C)c1cc(C(=O)N/N=C/c2ccccc2O)n(-c2ccccc2)n1	-5	6	4	2	-11	-5	0.0	8	-2
CCOc1ccc(NC(=O)CN(C)C(=O)c2cc(C3CC3)nn2-c2ccccc2)cc1OCC	-1	2	-11	9	·	-5	2.8	0	·
Cc1cc2c3c([nH]c2cc1S(=O)(=O)N1CCC2(CC1)OCCO2)CCCC3=O	1	2	7	6	-1	1	8.9	-2	-8
CCOC(=O)[C@H]1[C@H]2COc3ccc(Cl)cc3[C@@H]2N2C(=O)CN(Cc3ccc(F)cc3)C(=O)[C@@]12C	13	-15	-10	3	-16	-4	0.1	0	-6
CCN(CC)c1ccc(/C=N/n2c(-c3ccccc3Br)n[nH]c2=S)cc1	-26	81*	19	-2	-23	-7	2.6	16	-17

Following part.
structure	CHRM1 PAM	CHRM1 antagonist	CHRM4 antagonist	M4 ag	CHO parental Ca	M1 ag	M1 ag parental	CHO-K1 Ca antag	OXTR potentiate
Cc1nc(S/C(=C\c2ccc(-c3ccc(C(=O)O)c(Cl)c3)o2)C(=O)O)n[nH]1	7	-10	10	0	·	-1	0.0	-18	·
COc1ccc(OC)c(-c2cc(C(=O)Nc3c(C)nn(Cc4ccccc4C)c3C)no2)c1	-3	9	0	-1	-15	-6	2.1	-16	-2
CNC(=O)CCSSCCC(=O)NC	3	-3	10	1	-8	-5	-0.3	-6	-10
COc1ccc(C)cc1-n1nnnc1SCC(=O)NC(=O)NCc1ccco1	3	-5	-9	2	-9	0	0.7	-26	-1
CC1=C(C(=O)OCc2ccccc2)C(c2ccccc2Cl)NC(=O)N1C (stereo not given)	11	-9	-12	2	-17	1	0.0	22	-1
Cc1cc(C(=O)NNC(=O)C(C)NS(=O)(=O)c2ccccc2F)c(C)o1 (stereo not given)	6	-1	-7	0	-2	-1	0.0	2	-4
CCN(c1ccccc1)S(=O)(=O)c1cnc[nH]1	7	-5	3	1	1	-1	-0.5	6	-5
O=C(CSc1n[nH]c(=O)n1Cc1ccco1)N1CCOCC1	19	-9	-6	1	-12	-5	1.0	-2	4
Cc1cccc(NC(=O)c2cc3c([nH]c4ccccc43)c(C)n2)c1C	7	-13	0	3	5	-5	1.6	-13	-7
CCN1CCSc2ccc(C(=O)NCc3cccc(F)c3)cc21	-6	5	-16	14	-11	-6	2.8	0	-6
CCOc1ccc(C(=O)NNC2CC(=O)N(Cc3ccc(Cl)cc3)C2=O)cc1OC (stereo not given)	2	1	-7	0	-19	-3	-0.2	1	-10
COc1ccc(CNS(=O)(=O)CCNCc2ccco2)cc1	5	-12	-7	2	·	-2	0.0	-4	·
CCOCCCn1c(SCC(=O)/C(C#N)=C(\C)N)nc2ccccc2c1=O	5	-9	11	1	-8	-3	1.6	-11	-4
N#CCSc1nc2cc(C(=O)N3CCCC3)ccc2c(=O)n1Cc1ccccc1	2	-8	1	2	-10	-3	0.7	2	-18
CCOc1cc(NC(=S)NCC2CCCO2)c(OCC)cc1NC(=O)CC(C)C (stereo not given)	10	-14	0	1	-9	-3	0.4	-26	-5
COc1ccc(NC(C)=[N+](C)CCNS(=O)(=O)c2ccc(Cl)cc2)cc1	-1	-1	5	0	-9	-6	0.4	0	-12
COc1ccc2nc(NC(=O)C3CC(=O)N(c4ccccc4)C3)sc2c1 (stereo not given)	9	-15	9	4	2	-1	2.9	-15	-8
COc1ccc2c(c1OC)C(=O)N(c1cccc(/C=C/C(=O)O)c1)C2	2	-1	-8	1	0	-2	0.5	-8	-11
COc1ccc(C2OCC3(CO2)SC(=O)NC3=O)cc1 (stereo not given)	2	-7	5	0	-5	-5	0.3	0	4
COc1cc(C(=O)Nc2nc3ccc(S(=O)(=O)N4CCOCC4)cc3s2)cc(OC)c1OC	5	-6	9	7	-14	-1	2.2	14	3
CCOC(=O)CC1(NC(=O)c2cc(COc3cccc(OC)c3)on2)CCCCC1	-10	17	7	8	23	0	8.2	-7	-8
Cc1ccccc1OC1(C)CCN(Cc2ccc3ccccc3c2)C1 (stereo not given)	10	-16	9	0	·	-2	1.3	-11	·
O=C(Cn1cc(C(=O)C(F)(F)F)c2ccccc21)Nc1ccccc1F	-10	14	-6	4	-9	-1	2.4	-4	-5
CC(CN1CCCCC1)c1ccccc1 (stereo not given)	15	-23	5	0	12	-10	0.5	0	-10
CC(c1nccs1)N(C)c1nc2nonc2nc1NC1CC1 (stereo not given)	4	-12	-4	0	-13	-5	0.3	-17	-4
O=C(CN1CCN(S(=O)(=O)c2ccccc2Cl)CC1)NCC1(N2CCOCC2)CCCCC1	-6	2	11	2	·	-8	1.6	-3	·
CCCS(=O)(=O)NC(=O)C1(C)CCN(C(=O)/C=C/c2ccccc2)C1 (stereo not given)	-6	6	0	1	·	-2	0.0	3	·
Cc1ccccc1NC(=O)c1sc2nc3c(c(-c4ccco4)c2c1N)CCCC3	2	5	-17	-1	-23	-3	0.4	10	-3
CCCc1nnc(NC(=O)C23CC4CC(CC(C4)C2)C3)s1	4	-5	-9	1	·	-2	1.2	-11	·
COc1cc(/C=N/NC(=O)CCc2n[nH]c(=O)[nH]c2=O)cc(OC)c1OC	10	-6	2	1	-7	-4	0.4	1	-2

Following part
structure	CHRM1 PAM	CHRM1 antagonist	CHRM4 antagonist	M4 ag	CHO parental Ca	M1 ag	M1 ag parental	CHO-K1 Ca antag	OXTR potentiate
Cc1ccc(-c2nnn(CC(=O)N(CC(=O)NC3CCCC3)c3ccc(F)cc3)n2)o1	7	9	0	0	-18	-1	0.2	1	-8
Cn1c2ccccc2c2cc(C(=O)N3CCOCC3)sc21	1	-2	0	-1	-13	-7	-0.6	-5	-7
c1ccc(-n2c(-c3ccncc3)nnc2-c2ccco2)cc1	6	-6	-11	-2	4	-6	-0.4	5	-2
CCN(C[C@H]1N[C@@](C)(C(=O)OC)[C@H]2C(=O)N(C)C(=O)[C@@H]12)S(=O)(=O)c1ccc(-c2ccccc2)cc1	10	-5	-22	3	-17	-3	1.1	-13	-8
COc1ccc(CCNC(=O)CCCCCNc2nc(=S)[nH]c3ccccc23)cc1OC	-6	7	13	14	-5	-4	7.5	-3	-8
N#Cc1ccccc1S(=O)(=O)N1CCN(C(=O)c2cc3c(s2)CCC3)CC1	1	-3	-2	1	·	-5	-0.1	11	·
CN(C)S(=O)(=O)Oc1cccc(C(=O)Nc2ccc(Cl)cc2)c1	-1	9	5	13	22	2	5.5	-2	-23
COc1cc(C=C2C(=O)OC(C)(C)OC2=O)ccc1OCC(=O)Nc1ccccc1	7	0	7	1	3	-5	-0.3	3	-15
CCOC(=O)/C(=C/c1c[nH]c2ccccc12)NC(C)=O	10	-1	-7	0	1	-5	1.1	-4	-9
Cc1c(C(=O)NCc2ccc3c(c2)OCO3)cccc1[N+](=O)[O-]	12	-12	2	1	1	-3	0.8	-7	-2
Cc1ccc(Sc2cnc(N)nc2C)cc1	-12	11	0	16	-17	-4	4.7	13	-8
COc1ccccc1N1CCN(S(=O)(=O)c2c(C)ccc3nsnc23)CC1	4	-2	-2	6	-12	-4	3.6	-14	-9
C/C(CC(=O)Nc1cccc(Cl)c1Cl)=N\NC(=O)C(=O)NC1CCCCC1	2	-4	10	0	-16	-5	-0.6	-1	-9

Source: PubChem (The Scripps Research Institute Molecular Screening Center)
